Screening data: PubChem BioAssay, The Scripps Research Institute Molecular Screening Center
CHO-K1 Ca antag – counter-screen for M1 antagonists: effect in parental CHO-K1 cells; inhibition, % at 3 µM; ATP-induced calcium, Fluo-8 fluorescence; 360,000 tested, 0.6% active;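 active = inhibition above a per-plate cutoff, the plate's mean sample inhibition plus 3 SD, cut at about 24% in these data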;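 also: 0% = DMSO plus EC80 ATP and 100% = DMSO alone without ATP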
CHO parental Ca – ATP-evoked calcium signal inhibitors, parental CHO, primary screen, counter-screen for OX1R antagonist project, cell-based, fluorescence, Fluo-8 calcium dye; 330,000 tested, 0.63% active; inhibition, % at 5.6 µM; AID 463079, 2010; parental CHO-K1, ATP-induced calcium, Fluo-8 fluorescence;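 active = inhibition above that plate's mean sample inhibition plus 3 SD, cut at about 26% in these data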;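 also: 0% = ATP-challenged DMSO wells and 100% = DMSO wells without ATP; some compounds past the cut are filed as inactive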
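Test system: untransfected parental CHO cell line. Compound: one dose, 5.6 µM nominal. Detection: intracellular calcium via Fluo-8 no-wash fluorescent dye. Measure: % inhibition. Benchmarks: ATP-challenged DMSO wells low, unchallenged DMSO wells high.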
CHRM1 PAM – human M1 muscarinic receptor positive allosteric modulators, primary screen, CHO-K1 cells, Fluo-8 calcium fluorescence, 1536-well. activation, % at 3 µM. 360,000 tested, 0.088% active. Muscarinic acetylcholine receptor M1 (Homo sapiens), P11229. AID 588819, 2011. CHO-K1 hM1, ACh EC20; 0% = ACh EC20, 100% = maximal ACh; in the data active = activation above about 19%, passing the limit was not always enough
Target sequence (P11229 whole entry, looked up): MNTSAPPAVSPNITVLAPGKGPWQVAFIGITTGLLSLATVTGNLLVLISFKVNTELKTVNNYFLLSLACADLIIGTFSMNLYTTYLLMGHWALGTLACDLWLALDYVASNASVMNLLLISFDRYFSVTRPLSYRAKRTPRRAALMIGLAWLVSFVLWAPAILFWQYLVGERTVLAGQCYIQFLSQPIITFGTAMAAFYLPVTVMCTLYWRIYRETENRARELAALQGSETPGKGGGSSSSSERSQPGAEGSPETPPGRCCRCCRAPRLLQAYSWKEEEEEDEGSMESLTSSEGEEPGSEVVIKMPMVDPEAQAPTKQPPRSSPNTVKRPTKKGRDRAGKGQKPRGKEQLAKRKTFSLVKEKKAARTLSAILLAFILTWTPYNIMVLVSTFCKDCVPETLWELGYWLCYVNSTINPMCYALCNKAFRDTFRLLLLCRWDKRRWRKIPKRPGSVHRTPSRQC
CHRM1 agonist – human M1 muscarinic receptor agonists, primary screen, Fluo-8 calcium fluorescence, CHO-K1 cells, HTS | CHO-K1 hM1, agonist mode; 0% DMSO, 100% acetylcholine EC100 | activation, % at 3 µM | Muscarinic acetylcholine receptor M1 (Homo sapiens), P11229 | AID 588814, 2011 | 360,000 tested, 0.33% active;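 active = activation above the run's mean compound activation plus 3 SD, cut at about 16% in these data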;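 also: peak over basal fluorescence ratio within a 140 s kinetic read after compound addition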
TAAR1 agonist – human TAAR1 agonists, primary screen, Fluo-8 calcium fluorescence, CHO RD-HGA16 cells; Trace amine-associated receptor 1 (Homo sapiens), Q96RJ0; vehicle wells 0%, saturating PEA agonist 100%; activation, % at 3 µM; 360,000 tested, 0.99% active;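 active = activation above the mean activation of all test compounds in the run plus 3 SD, cut at about 38% in these data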
Target sequence (Q96RJ0 whole entry, looked up): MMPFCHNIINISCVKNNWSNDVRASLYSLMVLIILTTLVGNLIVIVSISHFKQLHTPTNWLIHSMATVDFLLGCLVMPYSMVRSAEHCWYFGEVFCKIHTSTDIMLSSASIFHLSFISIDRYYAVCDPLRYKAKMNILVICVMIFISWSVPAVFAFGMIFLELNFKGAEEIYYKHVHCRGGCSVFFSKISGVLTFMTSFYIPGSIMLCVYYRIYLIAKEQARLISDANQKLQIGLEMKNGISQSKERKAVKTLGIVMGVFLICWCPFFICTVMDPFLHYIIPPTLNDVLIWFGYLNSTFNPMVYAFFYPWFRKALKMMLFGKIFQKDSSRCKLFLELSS
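System: CHO-derived RD-HGA16 cells with stable Gα16 and human TAAR1 / Times: 17-24 h plating, Fluo-8 75 min 37 °C, 30 min RT / Technique: calcium-sensitive Fluo-8 signal, excitation 470-495, emission 515-575 nm / Measure: % activation relative to PEA EC100 response / Benchmarks: DMSO and PEA EC100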
CHO-K1 Ca ag – counter-screen for M1 agonists: effect in parental CHO-K1 cells; Fluo-8 calcium fluorescence; scaled to maximal ATP response, vehicle zero; activation, % at 3 µM; 360,000 tested, 0.48% active; AID 602248, 2012; in the data active = activation above about 15%;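 also: untransfected CHO-K1 host cells lacking M1 receptor as counterscreen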
TAAR1 antagonist – human TAAR1 antagonists, primary screen, Fluo-8 calcium fluorescence, CHO RD-HGA16 cells | inhibition, % at 3 µM | 360,000 tested, 1.5% active | AID 624466, 2012 | Trace amine-associated receptor 1 (Homo sapiens), Q96RJ0 | antagonist;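 active = inhibition above a per-plate cutoff, the mean inhibition of test compounds on that plate plus 3 SD, cut at about 49% in these data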;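 also: 0% = DMSO plus EC80 beta-PEA response and 100% = DMSO alone without agonist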
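Test system – hTAAR1-expressing CHO RD-HGA16 cells, Gα16-coupled · Also added – β-PEA at EC80 concentration, post-compound challenge · Compound – 3 µM, single point · Incubation – dye loading 75 min at 37 °C, then 30 min room temperature · Measured by – Fluo-8 intracellular calcium dye fluorescence, real-time kinetic reads · Benchmarks – vehicle and agonist controls · Replicates – singlicate, one well per test compound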
CHO-K1 Ca PAM – nonselective calcium activators in parental CHO-K1 cells, primary screen, counter-screen for M1 PAM project, cell-based, Fluo-8 calcium fluorescence, full deck, 1536-well; ATP EC20; 0% at ATP EC20, 100% at ATP max; activation, % at 3 µM; 360,000 tested, 0.02% active; AID 602247, 2012;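 active = activation above the run cutoff, the mean activation of all test compounds plus 3 SD, cut at about 40% in these data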;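 also: peak over basal fluorescence ratio in a 140 s read after ATP addition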
M1 antag – human M1 muscarinic receptor antagonists, primary screen, CHO-K1 cells, Fluo-8 calcium fluorescence, 1536-well | CHO-K1 hM1, ACh EC80 antagonist | inhibition, % at 3 µM | 360,000 tested, 1.3% active | AID 588852, 2011;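 active = percent inhibition above its own plate's cutoff, namely the mean of that plate's compound wells plus 3 SD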;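 also: peak over basal fluorescence ratio during 140 s after agonist addition; 0% = ACh EC80 plus DMSO and 100% = DMSO alone without agonist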
Starred values were filed as active, the others as inactive; x = not tested or not shown; & = joins results of further samples.

SMILES	CHO-K1 Ca antag	CHO parental Ca	CHRM1 PAM	CHRM1 agonist	TAAR1 agonist	CHO-K1 Ca ag	TAAR1 antagonist	CHO-K1 Ca PAM	M1 antag
CCCCCCCCCCCCCCCC[n+]1cccc(C(=O)N(CC)CC)c1	-11.1&-5.2	57.2*	-22.6&-25.7	-2.7&-10.0	7.8	0.2&0.4	41.8	14.9&21.2	57.1*
CC1CCCN(C(=O)C2CCN(S(=O)(=O)c3cccc4nonc34)CC2)C1 (stereo not given)	-17.1	-11.9	5.7	-7.8	-3.8	2.0	11.8	14.8	-9.7
O=C(NCc1ccccc1)C1=C[C@H](c2coc3ccccc3c2=O)C[C@H](OCc2ccc(CO)cc2)O1	-11.9	-26.4	-5.7	-5.7	19.3	1.2	31.7	5.7	6.7
COc1ccc(S(=O)(=O)N2CCC(C(=O)NCCCN3CCOCC3)CC2)cc1	-6.8	-0.6	-3.8	-4.0	3.5	1.0	-16.7	-6.2	8.9
CCCSc1nnc(CSc2nc(C)cc(C)n2)n1C	-9.7	0.9	4.3	-4.2	1.7	0.7	-20.1	1.8	-4.0
COc1ccc(NC(=O)c2cc3c(CO)cnc(C)c3oc2=Nc2cccc(F)c2)c(OC)c1	-9.3	-19.4	-0.7	-0.4	0.1	1.4	7.1	8.2	-2.7
COc1ccccc1C(=O)NC(CCSC)C(=O)NCC(c1cccs1)N1CCOCC1 (stereo not given)	-8.1	-9.7	3.7	-2.9	2.9	0.1	-13.5	9.9	-10.0
O=C(NCc1ccco1)c1ccc(CS(=O)(=O)c2cccc(C(F)(F)F)c2)o1	-4.0	-6.6	1.6	-1.8	6.9	1.2	7.9	20.2	0.6
O=C(CN(C(=O)CCC(=O)Nc1nccs1)c1ccc(F)cc1)NCC1CCCO1 (stereo not given)	-8.9	-24.3	-4.8	-0.4	6.7	0.5	-5.1	11.6	-7.2
N=c1c(C(=O)NCc2ccc3c(c2)OCO3)cc2c(=O)n3ccccc3nc2n1Cc1cccnc1	-2.0	-18.4	-11.3	-6.0	5.8	-1.0	-1.8	11.1	9.9
Cc1cc(NS(=O)(=O)c2ccc(-c3ccccc3)cc2)no1	-7.8	-4.5	5.3	-4.1	-1.9	0.2	9.2	16.3	-5.1
Cc1cc(C)n2cc(CSc3ccc(Br)cc3)nc2n1	-6.6	-13.1	-1.3	-4.3	4.7	2.3	-41.1	-1.1	4.6
Cc1ccc2nc(-c3ccc(F)cc3)c(Cc3cccc(Cl)c3)n2c1	32.0*	x	-5.7	-6.6	-0.6	-0.6	-24.7	-9.2	13.8
O=C(COC(=O)c1ccc([N+](=O)[O-])o1)NC12CC3CC(CC(C3)C1)C2	-9.8	11.3	4.3	-0.2	1.1	0.6	4.5	16.4	-18.7
O=C(CSc1nc2scc(-c3ccco3)c2c(=O)n1-c1ccccc1)N1CCOCC1	-12.3	-27.6	4.3	-4.8	5.3	1.8	-0.7	9.0	-5.2
CC(C)P(=O)(Cc1cccc(C#N)c1)C(C)C	4.3	-12.0	-1.1	-3.1	7.3	-0.1	-9.3	-0.2	-0.5
CCOC(=O)C1CCN(c2c(NC3CCCCCCC3)c(=O)c2=O)CC1	-11.4	-8.4	11.3	-9.3	4.7	2.1	-25.0	15.8	-11.7
Cc1cc(Cl)ccc1C(=O)C1CCCN(C(=O)c2cnsn2)C1 (stereo not given)	-15.0	-13.7	8.2	-11.2	-1.6	2.4	-26.2	13.4	-11.3
Cc1csc(NC(=O)c2ccoc2C)n1	-6.1	-5.0	4.6	-2.6	9.3	0.0	-0.5	11.3	-1.8
O=C(OCc1cn([C@H]2C[C@H](c3ccccc3)N(CC3CCCCC3)C[C@@H]2O)nn1)c1ccccc1	-12.4	x	10.9	-0.9	1.9	0.7	-9.2	12.4	-15.4
COc1cc(NC(=O)CCc2c(C)noc2C)c(Cl)cc1C(=O)O	-3.6	-2.1	-3.4	-1.2	0.5	0.0	-13.1	16.2	4.4
COc1ccc(CN2CC(C(=O)NCCN3CCN(c4ccccc4F)CC3)CC2=O)cc1 (stereo not given)	-0.1	-10.5	-2.1	-5.7	0.2	0.2	7.7	-1.6	8.3
CN(Cc1ccco1)S(=O)(=O)c1nnc(NC(=O)c2cccc(Cl)c2)s1	2.0	29.3*	-2.6	4.4	4.9	6.7	-27.9	-20.6	6.4
CC1(C)CC(=O)c2sc(NC(=O)c3cccs3)nc2C1	4.8	-2.2	3.5	-1.3	3.1	0.6	6.8	-4.6	-3.5
Cc1ccccc1NN=Nc1nc2c([nH]1)c(=O)n(C)c(=O)n2C	-4.6	-1.5	4.8	-6.2	2.9	0.3	-0.8	11.5	-1.9

In another format: results already given
SMILES | CHO-K1 Ca antag | CHO parental Ca | CHRM1 PAM | CHRM1 agonist | TAAR1 agonist | CHO-K1 Ca ag | TAAR1 antagonist | CHO-K1 Ca PAM | M1 antag
COc1ccc(S(=O)(=O)N2CCC(C(=O)NCCCN3CCOCC3)CC2)cc1 | -6.8 | -0.6 | -3.8 | -4.0 | 3.5 | 1.0 | -16.7 | -6.2 | 8.9
Cc1csc(NC(=O)c2ccoc2C)n1 | -6.1 | -5.0 | 4.6 | -2.6 | 9.3 | 0.0 | -0.5 | 11.3 | -1.8

The list goes on.
SMILES	CHO-K1 Ca antag	CHO parental Ca	CHRM1 PAM	CHRM1 agonist	TAAR1 agonist	CHO-K1 Ca ag	TAAR1 antagonist	CHO-K1 Ca PAM	M1 antag
CC1(C)NC(=O)N(CC(O)CN(c2ccccc2)S(=O)(=O)c2ccccc2[N+](=O)[O-])C1=O (stereo not given)	-9.7	-7.8	1.5	-8.9	4.1	1.4	4.0	3.7	-6.3
O=C(Oc1ccc(Br)cc1C(=S)N1CCOCC1)c1ccccc1	-15.1	-15.8	17.9	1.3	0.3	0.5	10.9	13.3	-19.8
Cn1c(=O)oc2cc(S(=O)(=O)NCCC(=O)NC3CCCC3)ccc21	-10.7	-0.5	5.5	-5.5	2.9	0.9	20.1	15.8	-3.5
N#Cc1ccccc1OCC(=O)N(C1CCCCC1)C1CCS(=O)(=O)C1 (stereo not given)	-1.0	-6.9	7.7	-2.5	1.2	0.5	0.1	3.4	-18.4
COc1ccc(-c2[nH]c(-c3cccc(OC)c3)nc2SCC(=O)NC2CCCC2)cc1	5.4	-16.0	-0.4	-4.3	0.5	2.1	18.4	10.3	-6.2
Cc1cc(C)c(S(=O)(=O)N2CCN(C(=O)CCn3nc(C)c(C)c3C)CC2)c(C)c1	-6.9	-2.5	15.5	-1.5	2.9	-0.2	-20.6	-6.9	-4.1
Cn1c(SCC(=O)N2CCCC2=O)nc2ccccc21	-6.2	-12.5	5.5	-3.1	3.2	-0.3	11.1	-4.0	-9.0
O=C1c2ccccc2C(c2nnnn2Cc2ccccc2)N1Cc1cccnc1 (stereo not given)	-13.9	x	x	x	0.7	1.1	-11.6	7.5	x
CCCCN1C(=O)C2C(c3ccc(OC)cc3O)NC(CC(C)C)(C(=O)O)C2C1=O (stereo not given)	8.6	-2.2	2.1	-1.8	0.1	0.1	-4.5	11.1	-2.9
O=C(O)CCCn1cc(NC(=O)COc2cc(F)ccc2[N+](=O)[O-])cn1	-10.5	5.9	7.0	-1.6	5.8	0.2	13.9	21.9	-5.1
CCn1c(=O)c2c(nc(SCC(=O)NCC3CCCO3)n2C)n(C)c1=O (stereo not given)	-2.7	3.4	3.2	5.1	3.7	0.0	3.8	-6.9	-8.4
CC1(C)Cc2ccccc2-c2nnc(-c3ccccc3)n21	-1.6	-6.6	3.5	-3.5	11.6	0.6	12.2	13.9	4.0
COc1cc(Cl)ccc1OCc1cc(C(=O)NCC(C)(C)N2CCOCC2)no1	-21.6	x	7.3	-3.8	2.2	1.6	-9.7	-3.6	-8.3
CN(Cc1c(F)cccc1Cl)c1nnnn1-c1ccccc1	-7.2	-9.7	-1.0	-5.5	4.8	0.3	-12.7	15.5	6.2
C/C=C(\C)C(=O)N1CCC(C(=O)c2ccccc2)CC1	4.3	10.6	6.9	-0.6	-0.6	-0.3	-9.0	5.7	-8.8
COc1cccc(C(=O)N(CN2CCCC2=O)c2cccc(Cl)c2)c1OC	-3.2	-4.8	7.7	-2.6	6.5	0.5	-14.1	10.3	-2.2
COc1ccc(S(=O)(=O)Nc2cccc(-c3ccc(N4CCCCCC4)nn3)c2)c(OC)c1	2.0	-23.5	-9.1	-5.7	-1.3	-0.2	-41.4	-3.0	6.2
Cc1ccc(C)c(NC(=O)CN(C)C(=O)c2cc(-c3cccs3)nn2-c2ccccc2)c1	-2.7	-14.5	4.0	-4.0	5.0	0.4	23.5	18.1	-1.5
CC1(C)c2[nH]c3ccccc3c2C[C@@H]2C(=O)N(Cc3ccccc3F)C(=O)N21	-1.4	-25.0	-3.5	-2.2	20.5	1.6	47.4	5.4	6.5
C=CCc1cc(Cl)ccc1OCCCNC(C)CC (stereo not given)	-2.5	-9.1	-22.4	-7.3	13.5	2.3	-3.4	1.4	24.3*
NS(=O)(=O)c1ccc(NC(=O)CN2CCCC2)cc1	-6.1	-1.1	8.6	-7.2	0.0	0.0	12.5	6.6	-2.8
Clc1cccc(Nc2ncnc3ccc(Br)cc23)c1	-7.1	-21.6	-2.3	-3.3	3.2	3.8	30.1	11.6	1.4
CC(O)(c1ccncc1)c1nc(-c2cccc(C(F)(F)F)c2)cs1 (stereo not given)	5.5	x	-10.6	-2.0	4.1	7.3	8.6	4.5	29.8*
CCOc1ccc(NC(=O)CN(C)C(=O)c2cc3c(s2)CCC3)cc1OCC	-10.8	x	2.1	-4.9	-1.4	-0.2	-16.4	22.1	-8.4
COC(=O)c1ccsc1NC(=O)CCS(=O)(=O)c1ccc(Cl)cc1	1.0	-23.2	5.1	2.4	1.3	1.2	23.2	10.8	-9.9

At a glance, some entries already given.
SMILES	CHO-K1 Ca antag	CHO parental Ca	CHRM1 PAM	CHRM1 agonist	TAAR1 agonist	CHO-K1 Ca ag	TAAR1 antagonist	CHO-K1 Ca PAM	M1 antag
CC1(C)NC(=O)N(CC(O)CN(c2ccccc2)S(=O)(=O)c2ccccc2[N+](=O)[O-])C1=O (stereo not given)	-9.7	-7.8	1.5	-8.9	4.1	1.4	4.0	3.7	-6.3
O=C(Oc1ccc(Br)cc1C(=S)N1CCOCC1)c1ccccc1	-15.1	-15.8	17.9	1.3	0.3	0.5	10.9	13.3	-19.8

Random draw from the library. Share with any hit: about 4.4%.
